Assay outcomes as filed in PubChem.
PLK1 PBD block: PLK1 (human) polo-box domain binding inhibition; 360,000 tested, 2.8% active; AID 720504; Plk1 PBD binding of FITC phosphopeptide, fluorescence polarization; P53350; Potency, µM, inactives show max response, negative = inhibition, usual class: inhibitors; further: potency means the concentration at half of the fitted maximal effect; series mostly up to about 57 µM; on the % scale 0 is the no-effect control and ±100 the full control effect; nearly all actives have a fitted effect of over 65% in size
Target sequence (P53350 whole entry, looked up, the tested form may be a part): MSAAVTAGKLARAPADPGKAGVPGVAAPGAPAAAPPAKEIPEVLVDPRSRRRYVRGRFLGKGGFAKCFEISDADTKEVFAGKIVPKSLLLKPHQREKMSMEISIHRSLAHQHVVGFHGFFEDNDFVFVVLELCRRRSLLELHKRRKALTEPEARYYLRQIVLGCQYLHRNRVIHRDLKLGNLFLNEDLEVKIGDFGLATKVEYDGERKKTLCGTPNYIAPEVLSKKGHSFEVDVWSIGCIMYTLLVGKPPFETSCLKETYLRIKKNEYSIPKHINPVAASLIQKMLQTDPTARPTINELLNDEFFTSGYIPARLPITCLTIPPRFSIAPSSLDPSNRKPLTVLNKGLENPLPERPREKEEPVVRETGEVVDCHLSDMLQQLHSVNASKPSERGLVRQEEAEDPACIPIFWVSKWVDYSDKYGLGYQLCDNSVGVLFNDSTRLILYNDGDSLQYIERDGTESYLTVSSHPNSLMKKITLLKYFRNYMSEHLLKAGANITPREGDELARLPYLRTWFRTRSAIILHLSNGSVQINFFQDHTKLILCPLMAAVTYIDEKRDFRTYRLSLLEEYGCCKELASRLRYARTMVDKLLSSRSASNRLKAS
EPAC2 ag: activates human EPAC2 exchange factor | AID 720711 | Q8WZA2 | 360,000 tested, 0.079% active | Potency, µM (top dose mostly 154 µM), inactives show top-dose activation, actives largely listed as activators | EPAC2 activation, biochemical qHTS; response scale: 100% = 6.5 mM cAMP response; further: potency means the concentration at half of the fitted maximal effect; nearly all actives have a fitted effect of over 50% in size
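qHTS, titration series. 100 nM EPAC2 / 250 nM Rap1B-BODIPY-GDP / 50 uM GDP; RT; ex 480/em 540 nm, 5-min reads to 30 min. Norm. to 6.5 mM cAMP = activation.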
EPAC1 agonist: activates human EPAC1 exchange factor; O95398; EPAC1 agonist qHTS, biochemical assay; response scale: 100% = response to 6.5 mM cAMP; Potency, µM (top dose mostly 154 µM), without a hit: at the top dose activation, actives largely listed as activators; 360,000 tested, 0.073% active; further: potency means the concentration at half of the fitted maximal effect; nearly all actives have a fitted effect of over 60% in size
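EPAC1 100 nM, Rap1B–BODIPY-GDP 250 nM, unlabeled GDP 50 uM; compound titration; 5 min RT; kinetic read ex480/em540 at 5-min intervals ×30 min; data normalized to 6.5 mM cAMP agonist control.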
EPAC1 antag: antagonists of human EPAC1 | EPAC1 GEF assay, Rap1b-BODIPY-GDP exchange fluorescence | 360,000 tested, 0.14% active | Potency, µM (titrated, usually from 115 µM), inactives show top-dose activity change, negative = inhibition, most hits filed as inhibitors | O95398 | AID 720709;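 further: potency means the concentration at half of the fitted maximal effect; plate controls were vehicle for no effect and positive control for full effect; nearly all actives have a fitted effect of over 50% in size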
CCT modulator: changes cytosolic chaperonin activity; purified chaperonin ATPase assay, HTRF ADP detection, 30 min; activity change, % (concentration not given with the values), hits read low; 360,000 tested, 0.3% active; in the data active means activity change below about -30%; further: on the % scale 0 is the no-effect control and ±100 the full control effect
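Enzyme 40 or 20 nM (batch-dependent) in Tris pH 7.4/KCl/MgCl2/DTT; cpd 76 uM single point; ATP 10 uM; 30 min 37 °C; Transcreener ADP HTRF detection, 30 min RT; ratio 665/615.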
PI5P4K alpha inh: inhibitors of human PI5P4K alpha; P48426; AID 652105; 330,000 tested, 1.2% active; PI5P4Kalpha enzyme, ADP-Glo luminescence, 60 min; active compounds read low; max response, %; active means max response of -50% or lower; inconclusive means between -30% and -50%; inactive means -30% or higher; further: value at the top dose of about 77 µM; on the % scale 0 is the no-effect control and ±100 the full control effect
Target sequence (P48426 whole entry, looked up): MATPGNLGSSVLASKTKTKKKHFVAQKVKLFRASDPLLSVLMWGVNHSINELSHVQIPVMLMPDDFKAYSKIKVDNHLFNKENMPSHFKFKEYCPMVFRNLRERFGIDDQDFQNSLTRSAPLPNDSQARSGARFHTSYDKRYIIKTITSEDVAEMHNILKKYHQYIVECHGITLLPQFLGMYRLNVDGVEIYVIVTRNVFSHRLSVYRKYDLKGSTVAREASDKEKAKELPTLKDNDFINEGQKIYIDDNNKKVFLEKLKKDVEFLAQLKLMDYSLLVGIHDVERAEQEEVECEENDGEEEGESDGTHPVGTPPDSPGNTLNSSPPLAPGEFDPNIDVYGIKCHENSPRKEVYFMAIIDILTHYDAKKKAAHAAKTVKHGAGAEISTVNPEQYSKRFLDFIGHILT
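Luminescence from ADP-Glo served as readout of PI5P4Kalpha activity in a qHTS format. Reaction: enzyme, substrate, compound, ATP at 5 microM final, 60 min at RT.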
IL2 activator: activators of IL-2; 360,000 tested, 0.065% active; activation, % (series mostly up to about 46 µM); AID 652025; IL-2 activation reporter assay, cell-based qHTS; stimulated with anti-CD3/CD4/CD28 beads; in transgenic mouse T cells; in the data active means activation above about 50%; inconclusive means mostly about 30% to 49%; further: 0% is about no effect
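Using fluorescent plate cytometry, EGFP and DsRed are detected in transgenic mouse T cells stimulated 18 h at 37 degrees C with antibody-coated beads after 60 min compound pretreatment.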
WRN inhibitor: inhibitors of human WRN helicase; WRN helicase unwinding, fluorescent forked duplex, kinetic; Q14191; 360,000 tested, 0.46% active; Potency, µM (top dose mostly 114 µM), without a hit: at the highest dose activity change, negative = inhibition, hits mostly inhibitors; further: potency means the concentration at half of the fitted maximal effect; on the % scale 0 is the no-effect control and ±100 the full control effect; nearly all actives have a fitted effect of over 55% in size
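Kinetic red-fluorescence monitoring (525/598 nm) tracks WRN helicase activity after 100 nM fluorophore-quencher forked duplex and 2 mM ATP are added to 20 nM enzyme pretreated 15 min at room temperature with compound.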
Starred values were filed as active, the others as inactive; ? = inconclusive; . = no result given; [ ] = another dose, or the depositor's remark. Unless noted, the call rests on the fitted dose curve; in most records, active means well fitted curve in the direction sought with a large enough effect; inconclusive means small, poorly fitted or top-dose-only effect, or another doubt; inactive means no such curve, though single readings can be large; an effect the other way counts as inactive or inconclusive.

Results follow in this order: PLK1 PBD block	EPAC2 ag	EPAC1 agonist	EPAC1 antag	CCT modulator	PI5P4K alpha inh	IL2 activator	WRN inhibitor
> Cc1cccc(OCC(=O)N2CCN(Cc3ccc4c(c3)OCO4)CC2)c1
 : -9%	9%	-5%	4%	-4.1	9	0.9	-10%[57.1 µM]
> O=c1[nH]c(O)c(C=NCCc2ccccc2)c(=O)[nH]1
 : 8%	1%	4%	-13%	1.2	3	0.2	-3%
> CN1C(=O)/C(=C\c2ccc(N3CCCCC3)o2)C(=O)NC1=S
 : 68%[activator]	14%	-4%	4%	0.1	-3	-2.3	-18%
> Cc1cccc(C#N)c1
 : -1%	3%	7%	1%	0.1	0	0.3	1%
> CC(Cc1cnccn1)NCc1c(C(=O)N2CCCCCCC2)nc2ccc(Cl)cn12 (stereo not drawn)
 : 5%	2%	-5%	-10%	-1.9	3	-0.8	-7%
> O=[N+]([O-])c1cc(F)c(N2CCCCCC2)cc1N1CCNCC1
 : 3%	-2%	-1%	8%	0.2	4	-1.1	-8%
> C[C@]12CC[C@@H](O)C[C@@H]1CC[C@@H]1[C@@H]2CC[C@]2(C)C(=O)[C@H](O)C[C@@H]12
 : -5%	-2%	6%	2%	-0.6	2	-1.3	2%
> COC(=O)C1=C(c2ccc(OC(F)(F)F)cc2)C[C@@H]2CC[C@H]1N2C(=O)NC1CC1
 : -7%	-5%	-12%	0%	0.5	6	-1.0	-9%
> COc1ccc(NC(=O)N2CCC3(CC2)OCCO3)cc1OC
 : -8%	3%	4%	6%	-2.3	2	-2.0	-9%
> Cc1cc(N(CCCl)CCCl)ccc1/C=N/N=C(\N)c1cnccn1
 : -5%	15%	19%	-6%	0.6	10	-0.7	-3%
> C(=NC1CCCCC1)c1c[nH]c2ccccc12
 : 5%	-2%	0%	-11%	2.1	-5	0.3	0%
> Cc1nc2cc(C(F)(F)F)ccc2n1C1CCN(Cc2nnnn2Cc2cccs2)CC1
 : -7%	-7%	-4%	13%	1.7	16	-4.0	1%
> C[C@@H](N)Cc1cnc[nH]1
 : 4%	11%	1%	1%	1.3	-4	0.8	-13%
> CCc1ccc(-c2nn(Cc3ccccc3)cc2C=O)cc1
 : -4%	15%	11%	-23%	-1.0	12	0.4	-3%
> COc1ccc(OC)c([C@@H](O)[C@H](C)NC(C)(C)C)c1
 : 4%	-8%	-10%	-2%	0.0	-4	1.1	6%
> O=C(c1cc2c(s1)CCCC2)N1CCC2(CC1)OCCO2
 : -6%	2%	5%	-5%	-1.6	.	-2.5	-6%
> CC(C)N(C(=O)CCl)c1ccccc1
 : -9%	9%	12%	11%	1.3	2	-0.8	-2%
> CC(=O)Nc1ccc(OC(=O)N(C)c2ccccc2)cc1
 : -5%	4%	0%	0%	-1.1	4	-0.5	2%
> CCOP(=S)(OCC)Oc1cc(C)oc(=O)c1Cl
 : 4.7µM*	8%	3%	2%	-0.9	-24	0.5	-24%
> CCCCCP(=O)(O)c1ccccc1
 : -9%	12%	5%	5%	-2.6	.	-2.4	13%
> N#C/C(=C\c1ccc(O)cc1)C(=O)O (tested in a mixture with another compound)
 : -13%	8%	-3%	-9%	-0.8	-22	-0.2	-7%
> O=C(COc1ccc(Cl)cc1)NCCc1cnc[nH]1
 : -2%	10%	2%	-2%	1.1	5	-2.0	5%
> CCC12CN3CCN(CC(C3)/C1=N\O)C2
 : -18%	-1%	6%	5%	0.5	1	3.8	1%
> CC(C)CC(NC(=O)C1CCCCC1)C(=O)N1CCC2(CC1)OCCO2 (stereo not drawn)
 : -3%	2%	8%	0%	-4.0	.	-1.6	6%
> Cc1ccc(-n2c(O)c(C=Nc3ccccc3N)c(=O)[nH]c2=O)cc1C
 : 3%	-13%	-15%	-1%	-3.4	-5	1.9	-3%
> Clc1ccc(C(c2ccc(Cl)cc2)n2cc[n+](CC(OCc3ccc(Cl)cc3Cl)c3ccc(Cl)cc3Cl)c2)cc1 (stereo not drawn)
 : -21%	16%	-1%	?	-1.6	0	-0.8	?
> O=c1[nH]c(=O)n(-c2ccccc2)c(O)c1N=Nc1ccc(Br)cc1
 : -13%	8%	0%	-15%	-5.6	4	0.6	-8%
> COc1ccccc1OCC(=O)Nc1ccc(Cl)cc1C(=O)c1ccccc1
 : 3%	4%	11%	0%	1.6	.	-2.1	-3%
> COc1ccc(-n2nnnc2C(c2cccc3ccccc23)N2CCC(n3c(=O)[nH]c4ccccc43)CC2)cc1 (stereo not drawn)
 : -5%	14%	12%	8%	-4.6	1	0.0	-2%
> CCN1C[C@]2(CO)CC[C@H](OC)[C@@]34C5C[C@H]6[C@H](OC)C5[C@](O)(C[C@H]6OC)[C@@](O)(C(OC)C23)[C@@H]14 (stereo partly drawn)
 : 3%	7%	15%	9%	0.4	0	0.7	1%
> CCCCn1c(O)c(C(=O)/C=C/c2ccc3c(c2)OCO3)c(=O)[nH]c1=O
 : -16%	-10%	-2%	?	-0.3	?	-0.9	-22%
> Cc1ccc(C(C)C)c(OCC#CCN2CCCC2)c1
 : 1%	4%	1%	-7%	0.4	2	-0.9	11%
> Cc1nc(-c2cccc(CN(C)C(=O)Oc3ccc([N+](=O)[O-])cc3)c2)no1
 : -14%	16%	9%	-11%	0.7	-1	-1.2	-7%
> C=C1C(=O)O[C@@H]2C[C@@H](C)[C@@H]3C=CC(=O)[C@@]3(C)[C@@H](O)[C@H]12
 : -21%	1%	14%	-17%	1.8	6	-0.7	-2%
> COc1ccc(OC(=O)N(C)C[C@H]2OCc3cnnn3CCCC(=O)N([C@H](C)CO)C[C@@H]2C)cc1
 : -16%	12%	3%	2%	-2.1	0	-0.5	4%
> COC(=O)C1=C(c2cc3ccccc3o2)C[C@@H]2CC[C@H]1N2C(=O)NCCNC(C)=O
 : 2%	-2%	-14%	-6%	-2.3	-4	3.8	7%
> C[C@@H]1CN([C@H](C)CO)C(=O)CCCn2nncc2CO[C@@H]1CN(C)C(=O)Oc1cccc2ccccc12
 : -3%	4%	3%	10%	1.6	-4	1.7	6%
> O=C(Cn1c(=S)[nH]c2ccccc2c1=O)N1CCC2(CC1)OCCO2
 : -6%	1%	-2%	14%	0.9	5	-3.1	14%
> CC(c1ccccc1)n1cncc1C(=O)N1CCCC1=O (stereo not drawn)
 : -3%	-4%	11%	-12%	-1.6	.	-2.2	-1%
> Cc1cccc(NC(=O)CSc2nnc([C@@H](N)Cc3c[nH]c4ccccc34)o2)c1C
 : -19%	-4%	11%	-7%	2.6	1	-1.4	-17%
> CN(C)C1C(=O)C(C(N)=O)=C(O)C2(O)C(=O)C3=C(O)c4c(O)cccc4C(C)(O)C3C(O)C12 (stereo not drawn)
 : -9%	2%	20%	5%	-1.1	-54*	-0.3	-35%
> CCc1ccc(OCCCN=C(C)c2c(O)n(C)c(=O)n(C)c2=O)cc1
 : -4%	8%	0%	1%	-3.1	-2	0.6	4%
> COc1ccc(OC)c(C(O)C(C)N)c1 (stereo not drawn)
 : -1%	4%	-14%	4%	-3.1	2	-0.3	6%
> O=C(c1ccc2c(c1)OCO2)C1CCCN(Cc2c(F)cccc2Cl)C1 (stereo not drawn)
 : 3%	16%	-1%	1%	1.3	-1	-1.7	5%
> NCCCC(=O)OC1N=C(c2ccccc2Cl)c2cc(Br)ccc2NC1=O (stereo not drawn)
 : -16%	2%	-3%	-1%	-5.5	-4	1.1	6%[57.1 µM]
> CCCCN1C(=O)NC(=O)C2(Cc3cc(C)ccc3N(C)C2)C1=O (stereo not drawn)
 : -11%	10%	-1%	3%	2.0	-9	-1.2	-29%[57.1 µM]
> O=C1NCN(c2ccccc2)C12CCN(C(c1cc3ccccc3o1)c1nnnn1C1CCCC1)CC2 (stereo not drawn)
 : -4%	0%	0%	-27%	1.3	-1	-0.4	-8%
> COC(=O)C1=C(c2ccc(F)cc2OCc2ccccc2)C[C@@H]2CC[C@H]1N2C(=O)NC1CC1
 : -10%	5%	5%	-11%	-0.4	-2	-1.5	-2%
> O=C(CNS(=O)(=O)c1ccc(Br)s1)N1CCC2(CC1)OCCO2
 : -3%	0%	10%	21%	2.3	-10	1.4	1%
> CCOC(=O)C1(c2ccccc2)CCN(CCc2ccc(NC(=O)CCC(=O)O)cc2)CC1
 : -4%	6%	-2%	-4%	-3.3	0	0.3	4%
> CCC(=NCc1cc(OC)cc(OC)c1)c1c(O)n(C)c(=O)n(C)c1=O
 : -3%	10%	12%	-12%	2.0	.	0.0	-11%
> COc1ccc(CCNCc2cc(OC)cc(OC)c2)cc1
 : -2%	0%	5%	5%	-1.1	0	2.6	-2%

Of the compounds above, these contain a Cl atom.
Results follow in this order: PLK1 PBD block	EPAC2 ag	EPAC1 agonist	EPAC1 antag	CCT modulator	PI5P4K alpha inh	IL2 activator	WRN inhibitor
> CC(Cc1cnccn1)NCc1c(C(=O)N2CCCCCCC2)nc2ccc(Cl)cn12 (stereo not drawn)
 : 5%	2%	-5%	-10%	-1.9	3	-0.8	-7%
> Cc1cc(N(CCCl)CCCl)ccc1/C=N/N=C(\N)c1cnccn1
 : -5%	15%	19%	-6%	0.6	10	-0.7	-3%
> CC(C)N(C(=O)CCl)c1ccccc1
 : -9%	9%	12%	11%	1.3	2	-0.8	-2%
> CCOP(=S)(OCC)Oc1cc(C)oc(=O)c1Cl
 : 4.7µM*	8%	3%	2%	-0.9	-24	0.5	-24%
> O=C(COc1ccc(Cl)cc1)NCCc1cnc[nH]1
 : -2%	10%	2%	-2%	1.1	5	-2.0	5%
> Clc1ccc(C(c2ccc(Cl)cc2)n2cc[n+](CC(OCc3ccc(Cl)cc3Cl)c3ccc(Cl)cc3Cl)c2)cc1 (stereo not drawn)
 : -21%	16%	-1%	?	-1.6	0	-0.8	?
> COc1ccccc1OCC(=O)Nc1ccc(Cl)cc1C(=O)c1ccccc1
 : 3%	4%	11%	0%	1.6	.	-2.1	-3%
> O=C(c1ccc2c(c1)OCO2)C1CCCN(Cc2c(F)cccc2Cl)C1 (stereo not drawn)
 : 3%	16%	-1%	1%	1.3	-1	-1.7	5%
> NCCCC(=O)OC1N=C(c2ccccc2Cl)c2cc(Br)ccc2NC1=O (stereo not drawn)
 : -16%	2%	-3%	-1%	-5.5	-4	1.1	6%[57.1 µM]

These rows are one share of the data, so the mix of outcomes need not match the whole.
